Mtb FBA inh = inhibitors of M. tuberculosis fructose-bisphosphate aldolase; purified M. tuberculosis FBA, fluorescence read-out; inhibition, % at 1 µM; 360,000 tested, 2.3% active; AID 588726; in the data active = inhibition above about 27%;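 note: 0% = vehicle and 100% = reference inhibitor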
Target sequence (P9WQA3 whole entry, looked up): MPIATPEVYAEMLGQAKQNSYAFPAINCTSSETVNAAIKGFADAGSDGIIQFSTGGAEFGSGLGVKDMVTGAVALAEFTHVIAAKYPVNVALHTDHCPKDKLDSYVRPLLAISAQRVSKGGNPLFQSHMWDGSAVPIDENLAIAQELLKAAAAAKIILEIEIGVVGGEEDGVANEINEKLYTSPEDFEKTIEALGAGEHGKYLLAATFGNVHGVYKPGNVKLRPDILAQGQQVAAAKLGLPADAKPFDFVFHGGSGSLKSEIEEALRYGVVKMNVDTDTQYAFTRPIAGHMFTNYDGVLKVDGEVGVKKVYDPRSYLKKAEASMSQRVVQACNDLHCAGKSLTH
BoNT-F LC inh = BoNT F light chain protease inhibition; Multiplex microsphere protease cleavage assay, flow cytometry; AID 588497; 360,000 tested, 0.22% active; inhibition, % at 10 µM; in the data active = inhibition above about 35%, passing the limit was not always enough; inconclusive = no clear call, values can overlap the other calls; note: plate controls were buffer without enzyme for full effect and enzyme alone for no effect
BoNT A protease = BoNT A light chain protease inhibition. 360,000 tested, 0.17% active. multiplex microsphere protease substrate cleavage, flow cytometry. inhibition, % at 10 µM; note: plate controls were buffer without enzyme for full effect and enzyme alone for no effect
BioA inh = blocks M. tuberculosis BioA enzyme activity; 360,000 tested, 0.096% active; inhibition, % at 9.99 µM; purified M. tuberculosis BioA enzyme, plate reader; in the data active = inhibition above about 40%; inconclusive = no clear call, values can overlap the other calls
GDH-TPI inh = GDH-TPI coupled enzyme inhibition counter-screen; AID 588335; GDH-TPI coupled enzyme counterscreen, NADH absorbance; inhibition, % at 4.8 µM; 360,000 tested, 1.2% active; in the data active = inhibition above about 30%;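 note: 0% = DMSO wells and 100% = wells lacking the enzyme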
Anthrax LF inh2 = inhibitors of Bacillus anthracis lethal factor protease | multiplex microsphere protease cleavage assay, LF | inhibition, % at 10 µM | 360,000 tested, 0.12% active | AID 588501; note: plate controls were buffer without enzyme for full effect and enzyme alone for no effect
PfHsp40 rescue = restores yeast growth despite PfHsp40 toxicity | growth rescue, % at 12.5 µM | 340,000 tested, 0.68% active | S. cerevisiae expressing PfHsp40, growth rescue, ATP luminescence | AID 504582; in the data active = growth rescue above about 28%, passing the limit was not always enough; inconclusive = no clear call, values can overlap the other calls;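 note: yeast W303a lacking pdr1 and pdr3 grown in galactose medium; growth measured after three days at 30 °C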
Mtb UGM inh = inhibitors of M. tuberculosis UDP-galactopyranose mutase; purified UGM, fluorescence polarization probe displacement; 320,000 tested, 0.06% active; AID 504406; inhibition, % at 10 µM; in the data active = inhibition above about 10%, passing the limit was not always enough; inconclusive = no clear call, values can overlap the other calls
Target sequence (P9WIQ1 whole entry, looked up): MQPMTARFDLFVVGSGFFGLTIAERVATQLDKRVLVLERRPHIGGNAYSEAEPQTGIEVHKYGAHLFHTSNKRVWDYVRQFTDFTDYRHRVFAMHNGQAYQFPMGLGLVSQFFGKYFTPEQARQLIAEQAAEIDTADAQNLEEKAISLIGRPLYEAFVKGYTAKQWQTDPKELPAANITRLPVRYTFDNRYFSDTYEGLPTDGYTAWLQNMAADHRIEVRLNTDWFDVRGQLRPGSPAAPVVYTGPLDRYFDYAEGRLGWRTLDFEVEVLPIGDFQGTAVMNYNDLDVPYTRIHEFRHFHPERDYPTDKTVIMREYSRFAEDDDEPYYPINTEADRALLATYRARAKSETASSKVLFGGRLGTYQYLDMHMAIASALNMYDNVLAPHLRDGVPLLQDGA
FadD28 binding = M. tuberculosis FadD28 bisubstrate binding inhibition; 360,000 tested, 0.22% active; inhibition, % at 12.5 µM; AID 588549; FadD28 bisubstrate probe binding, fluorescence polarization; in the data active = inhibition above about 8.5%, passing the limit was not always enough; inconclusive = no clear call, values can overlap the other calls
* marks the source's active call; other numbers are inactive results; ? = inconclusive; · = not tested or not shown; & = joins results of further samples. Cut-off read from the data, not from the text of the source, unless noted: active = inhibition above about 30%; inconclusive = no clear call, values can overlap the other calls; inactive = below that.

Structure,FadD28 binding,PfHsp40 rescue,Anthrax LF inh2,Mtb FBA inh,Mtb UGM inh,GDH-TPI inh,BoNT-F LC inh,BoNT A protease,BioA inh
Cc1ccc(CC(=O)Nc2ccc(S(=O)(=O)Nc3ncccn3)cc2)cc1,-4.6,-0.7,4.9,-4.4,-0.8,-2.5,-3.2,-0.5,-2.7
CS(=O)(=O)N(CC(=O)Nc1ccc2c(c1)OCCO2)c1ccc2c(c1)OCO2,-3.9,1.2,-0.6,1.9,-2.9,-11.8,6.4,1.6,0.2
O=S(=O)(O)C(=Cc1ccccc1)c1ccccc1 (tested in a mixture with another compound),-3.4,-1.7,2.0,-2.0,·,6.0,-7.4,0.2,·
CCOC(=O)C(NC(C)=O)(Nc1cccc(F)c1)C(F)(F)F (stereo unspecified),1.4,-1.5,2.3,11.5,1.7,-2.6,4.0,1.3,2.0
CC(C)c1csc(CN2CCC(N3CCC(C(=O)NCC4CCCO4)CC3)CC2)n1 (stereo unspecified),-3.5,-1.7,-0.5,-0.7,-3.5,-7.5,1.2,0.1,·
CC1(C)CC2CC(C)(CN2c2ncnc3ccccc23)C1 (stereo unspecified),-4.3,0.5,-0.2,-1.5,-1.2,11.4,-4.2,0.5,6.7
S=c1[nH]ccn1CCc1ccccc1,-2.0,-0.9,4.9,1.0,3.1,-7.1,14.6,-1.1,-0.5
O=S(=O)(c1ccc(Br)s1)N1CCN(CCc2ccccc2)CC1,·,-0.1,-6.2,-2.8,-0.4,-4.7,-2.9,-1.5,-1.0
CS(=O)(=O)Nc1cccc(NC(=O)C2Cc3c(-c4ccco4)ccnc3O2)c1 (stereo unspecified),-1.8,·,-7.3,-2.1,·,1.8,-13.9,-0.8,-0.2
COc1ccc(-c2nnc3n2CCCCC3)cc1OC,-0.5,-2.0,-1.0,5.7,-0.2,6.0,-12.8,-1.4,2.8
CN=C(Nc1cccc(S(=O)(=O)N2CCOCC2)c1)c1ccccc1,-0.9,-1.4,-3.3,-1.3,4.4,-8.0,-8.8,-1.1,-0.6
CC(Cc1cccs1)NC(=S)Nc1ccc(Cl)cc1 (stereo unspecified),-3.2,3.9,-2.1,-0.8,0.7,2.2,-5.3,-1.1,0.7
CCN(CC)CCC(c1ccc(OC)cc1)c1c(O)cc(OC)cc1OC (stereo unspecified),-3.3,-0.9,-4.8,-0.1,1.6,2.5,-7.0,-1.2,-1.1
CCOc1ccc(NS(=O)(=O)c2ccc(OC)c(C)c2)cc1,0.0,0.0,-4.9,1.4,-0.5,11.9,1.7,-0.4,2.0
O=C(CSc1nccn1-c1ncc(C(F)(F)F)cc1Cl)c1ccc(Cl)cc1,0.4,-0.4,-5.0,0.6,0.9,-1.6,-4.8,0.1,0.7
CN(C)S(=O)(=O)c1cccc(NC(=S)N/N=C/c2ccco2)c1,-2.2,2.9,6.6,4.4,-0.1,52.0*,-4.9,-1.0,1.5
Cc1onc(-c2ccccc2)c1C(=O)N1CCN(S(=O)(=O)c2ccccc2Br)CC1,-0.3,1.2,-2.4,1.4,-0.6,8.3,27.3,2.5,-0.3
Cc1nn2c3ccccc3nc2c2ccccc12,-3.8,19.2,0.3,5.8,3.1,-0.9,2.7,0.8,·
Cc1cccc(-n2nnnc2SCC(=O)NCCN2C(=O)CSC2=O)c1,-2.8,-1.4,-1.6,-2.0,-1.0,-11.7,-1.1,-0.6,-0.3
Cc1ccc(CN2[C@@H](CC(C)C)COCCS2(=O)=O)cc1,-1.4,-1.3,3.8,2.9,2.0,1.7,3.4,0.4,0.6
CCCCn1cnc2c(SCc3ccccc3)nc(N)nc21,-2.4,3.3,0.8,-1.2,·,4.4,-2.5,-0.4,3.3
CCOC(=O)N1CCC(NS(=O)(=O)c2ccc(NC(C)=O)c(Cl)c2)CC1,-3.8,·,1.4,2.8,-0.6,3.0,-10.8,-1.1,-1.1
Cc1cccc(C)c1NC(=O)COC(=O)CNC(=O)C1CCCCC1,-1.5,-1.6,1.3,-6.2,·,-6.0,-3.1,-3.3,-1.2
COc1ccc(NC(=O)c2sc3nc(N4CCCC4)c4c(c3c2N)CC(C)(C)OC4)cc1,-0.8,1.9,0.2,13.5,-3.5,24.4,-0.6,2.0,-3.4
Cc1ccc(NC(=O)c2sc3ncn(CC(=O)N4CCOCC4)c(=O)c3c2C)c(Br)c1,-2.4,-0.9,-0.9,-2.1,-1.3,0.9,3.2,1.9,0.0
CN(C(=O)c1ccc2c(Cl)c3c(nc2c1)CCC3)c1ccccc1,-2.0,-0.7,-3.8,-0.9,-3.5,7.7,-5.4,-1.0,2.2
CCOCCCNC(=O)c1c[nH]c2cc(C)ccc2c1=O,-0.1,-1.1,9.8,4.5,1.3,1.6,7.4,2.9,·
Cn1c(=O)c2c(ncn2CC(=O)OCC(=O)NCc2ccccc2Cl)n(C)c1=O,0.0,-1.3,-4.0,0.8,0.3,10.7,11.7,0.5,-0.3
O=C1CCCN1CCCNS(=O)(=O)c1ccccc1,-2.7,-1.6,-0.1,0.7,0.8,-1.0,-3.3,-0.6,-1.6
C[C@H]1CN([C@@H](C)CO)C(=O)CCCn2nncc2CO[C@@H]1CN(C)C(=O)c1ccccc1,0.6,·,-2.4,1.7,·,3.1,-5.5,0.0,0.7&-0.6

(list continues)
Structure,FadD28 binding,PfHsp40 rescue,Anthrax LF inh2,Mtb FBA inh,Mtb UGM inh,GDH-TPI inh,BoNT-F LC inh,BoNT A protease,BioA inh
COC(=O)C1=C(C)N(c2ccc(OC)cc2)C(C)=C(C(=O)OC)C1c1ccccc1,-1.0,1.3,-9.2,-1.4,-1.0,6.1,?,3.1,·
c1coc(-c2ccnc(-c3ccncc3)n2)c1,-0.8,-0.1,2.6,5.4,-0.5,14.6,-5.1,0.7,·
O=C(Cc1ccccc1)Nc1ccccc1Oc1ccccc1,-3.0,4.3,-0.4,0.5,1.1,-0.4,-1.2,0.4,·
O=S(=O)(c1cccc2nsnc12)N1CCCCC1,-0.9,-1.6,-4.9,4.0,-2.0,13.6,1.4,-1.3,-3.9
O=C(Oc1ccccc1-c1nnco1)c1ccc(Cl)cc1,-3.4,-1.0,1.1,-2.0,-1.3,-5.0,6.6,0.0,2.1
O=C1C=CC(=Nc2ccc3c(c2)C(=O)c2ccccc2-3)O1,0.7,-1.0,-6.2,8.0,·,8.5,3.5,-0.8,-4.0
Cc1cc(C)cc(NC(=O)CCN2CCOCC2)c1,-0.7,-0.9,-10.6,2.2,-0.8,-2.4,-7.7,-0.4,-1.7
Cc1ccc(CN2CCN(Cc3cn(C)nc3C)CC2CCO)o1 (stereo unspecified),-1.4,-1.6,-1.6,0.3,-1.4,-1.9,-0.1,0.5,·
COc1ccccc1S(=O)(=O)Nc1ccc2cn[nH]c2c1,0.4,-1.2,0.0,4.8,-0.6,10.7,0.1,0.1,0.3
COc1ccc(Nc2nc(-c3cccs3)cs2)c(OC)c1,0.1,11.1,-2.7,1.4,-0.5,6.4,-0.3,-1.7,2.0
CCOc1cc(NC(=S)NCC(C)C)c(OCC)cc1NC(=O)c1cccs1,-0.7,-1.1,-6.3,3.8,2.6,10.4,9.5,-1.0,-1.1
COCCN(CCOC)c1nc(S(=O)(=O)c2ccc(C)cc2)c(Cl)s1,-1.3,1.3,8.9,1.2,-2.1,-4.2,2.8,1.3,0.0
COc1cccc(C(=O)N2CCN(C(=O)c3cccc4ccccc34)CC2)c1OC,-2.3,-0.5,-2.2,0.3,1.2,-2.5,-2.9,0.1,-0.9
Cc1cc(=O)oc2cc(OCC(=O)Nc3ccccc3C(=O)O)ccc12,0.3,-0.9,1.9,4.4,2.1,6.9,10.7,1.8,-2.2
CC(C)CC(=O)N=C1SC2CS(=O)(=O)CC2N1Cc1ccccc1Cl (stereo unspecified),-1.4,·,-6.5,3.7,3.8,6.6,-7.1,0.3,-0.5
C=CCSc1nnc2c(n1)OC(c1ccco1)Nc1ccccc1-2 (stereo unspecified),-1.6,-1.9,-2.3,-1.9,3.9,3.8,-1.2,0.7,·
COc1ccc(-c2c(C#N)c(SCc3c(C)noc3C)nc3c2C(=O)CC(C)(C)C3)cc1,-2.4,-1.8,-23.5,-6.3,-0.9,-8.4,-12.1,-3.4,-0.4
Cc1cc(C(=O)CCC(=O)N2CCN(S(=O)(=O)c3cccs3)CC2)c(C)s1,-0.3,-1.4,5.2,1.0,-2.9,9.7,11.0,0.9,-0.6
CCCC(=O)Nc1cc(C(=O)O)ccc1S(=O)(=O)c1ccc(C)cc1,-5.7,-1.0,1.3,2.8,-1.7,-7.3,0.0,0.7,·
CC(C)CC(=O)C1=C(O)C(=O)N(Cc2ccccc2)C1c1ccccc1 (stereo unspecified),-5.4,0.7,-0.5,0.3,0.6,-1.5,-2.1,0.0,-0.8
COc1ccc(C(=O)N/N=C/c2ccc(N3CCOCC3)o2)cc1OC,-0.4,-0.9,0.5,-7.9,0.6,4.3,2.6,0.0,·
NS(=O)(=O)c1cccc(NC(=O)CN2CCc3ccccc32)c1,-6.5,0.3,-5.6,-1.0,2.0,18.3,-9.8,-0.8,·
Cc1cccn2c(/C=N/OCc3ccc(F)cc3)c(-c3ccc(Cl)cc3)nc12,-1.5,-0.8,-1.3,0.7,-5.7,5.0,-8.1,0.7,-2.2
O=C1NN(c2ccccc2)C(=O)/C1=C\c1ccccc1,2.5,0.2,-23.3,-0.3,-2.4,0.0,?,1.7,-0.5
COc1ccc(NC(=O)C2(C)Cc3c(-c4cccc(C(F)(F)F)c4)ccnc3O2)cn1 (stereo unspecified),-5.2,·,0.5,-4.4,·,-5.3,-2.1,-0.2,4.5
CC1CC(C)CN(C(=O)COc2cccnc2[N+](=O)[O-])C1 (stereo unspecified),-2.3,-2.0,-8.9,-2.0,-2.2,7.7,0.6,-0.1,-1.4

One compound at a time, from the list above. Values in the order: FadD28 binding	PfHsp40 rescue	Anthrax LF inh2	Mtb FBA inh	Mtb UGM inh	GDH-TPI inh	BoNT-F LC inh	BoNT A protease	BioA inh
Profile of COc1ccccc1S(=O)(=O)Nc1ccc2cn[nH]c2c1 = 0.4	-1.2	0.0	4.8	-0.6	10.7	0.1	0.1	0.3
Profile of CC(C)CC(=O)N=C1SC2CS(=O)(=O)CC2N1Cc1ccccc1Cl (stereo unspecified) = -1.4	·	-6.5	3.7	3.8	6.6	-7.1	0.3	-0.5
Profile of O=S(=O)(c1cccc2nsnc12)N1CCCCC1 = -0.9	-1.6	-4.9	4.0	-2.0	13.6	1.4	-1.3	-3.9

Source: PubChem
